# Screening results from PubChem.
# Rin1 Abl inh – inhibitors of Rin1-Abl protein binding, primary screen, biochemical, TR-FRET; AID 588664, 2011; Tyrosine-protein kinase ABL1 (Homo sapiens) + Ras and Rab interactor 1 (Homo sapiens), …; hit rate 0.4% among 360,000; inhibition, % at 7.35 µM; in the data active = inhibition above about 5%, passing the limit was not always enough
# Target sequence (P00519 whole entry, looked up): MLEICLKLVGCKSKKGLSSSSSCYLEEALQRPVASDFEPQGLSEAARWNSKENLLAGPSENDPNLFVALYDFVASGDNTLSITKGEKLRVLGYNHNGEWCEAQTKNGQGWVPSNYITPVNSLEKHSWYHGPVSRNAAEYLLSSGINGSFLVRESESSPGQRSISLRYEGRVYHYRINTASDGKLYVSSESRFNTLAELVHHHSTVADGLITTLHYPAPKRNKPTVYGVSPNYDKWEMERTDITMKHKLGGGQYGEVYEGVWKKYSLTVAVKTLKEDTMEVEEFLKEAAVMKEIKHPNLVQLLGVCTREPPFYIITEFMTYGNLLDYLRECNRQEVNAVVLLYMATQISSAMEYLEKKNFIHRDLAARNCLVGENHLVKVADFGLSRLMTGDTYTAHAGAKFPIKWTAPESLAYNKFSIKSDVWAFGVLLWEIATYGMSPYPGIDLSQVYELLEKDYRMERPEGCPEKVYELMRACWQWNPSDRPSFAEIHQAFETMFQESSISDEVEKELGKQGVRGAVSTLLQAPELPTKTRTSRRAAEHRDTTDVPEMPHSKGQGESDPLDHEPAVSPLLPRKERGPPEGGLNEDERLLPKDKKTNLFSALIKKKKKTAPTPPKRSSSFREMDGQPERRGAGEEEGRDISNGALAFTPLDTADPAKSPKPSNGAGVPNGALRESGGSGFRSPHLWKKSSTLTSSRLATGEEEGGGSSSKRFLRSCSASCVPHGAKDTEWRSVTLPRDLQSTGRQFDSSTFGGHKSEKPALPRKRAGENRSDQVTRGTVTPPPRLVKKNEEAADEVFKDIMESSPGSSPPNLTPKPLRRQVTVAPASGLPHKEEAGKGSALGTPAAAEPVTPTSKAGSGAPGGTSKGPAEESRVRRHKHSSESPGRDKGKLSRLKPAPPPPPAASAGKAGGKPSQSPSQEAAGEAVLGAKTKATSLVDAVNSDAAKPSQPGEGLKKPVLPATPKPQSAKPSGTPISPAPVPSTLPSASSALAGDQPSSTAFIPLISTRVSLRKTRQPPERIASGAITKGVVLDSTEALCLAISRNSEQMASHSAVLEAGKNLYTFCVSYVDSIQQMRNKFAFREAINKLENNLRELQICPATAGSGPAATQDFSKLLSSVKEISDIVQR
# Target sequence (Q13671 whole entry, looked up): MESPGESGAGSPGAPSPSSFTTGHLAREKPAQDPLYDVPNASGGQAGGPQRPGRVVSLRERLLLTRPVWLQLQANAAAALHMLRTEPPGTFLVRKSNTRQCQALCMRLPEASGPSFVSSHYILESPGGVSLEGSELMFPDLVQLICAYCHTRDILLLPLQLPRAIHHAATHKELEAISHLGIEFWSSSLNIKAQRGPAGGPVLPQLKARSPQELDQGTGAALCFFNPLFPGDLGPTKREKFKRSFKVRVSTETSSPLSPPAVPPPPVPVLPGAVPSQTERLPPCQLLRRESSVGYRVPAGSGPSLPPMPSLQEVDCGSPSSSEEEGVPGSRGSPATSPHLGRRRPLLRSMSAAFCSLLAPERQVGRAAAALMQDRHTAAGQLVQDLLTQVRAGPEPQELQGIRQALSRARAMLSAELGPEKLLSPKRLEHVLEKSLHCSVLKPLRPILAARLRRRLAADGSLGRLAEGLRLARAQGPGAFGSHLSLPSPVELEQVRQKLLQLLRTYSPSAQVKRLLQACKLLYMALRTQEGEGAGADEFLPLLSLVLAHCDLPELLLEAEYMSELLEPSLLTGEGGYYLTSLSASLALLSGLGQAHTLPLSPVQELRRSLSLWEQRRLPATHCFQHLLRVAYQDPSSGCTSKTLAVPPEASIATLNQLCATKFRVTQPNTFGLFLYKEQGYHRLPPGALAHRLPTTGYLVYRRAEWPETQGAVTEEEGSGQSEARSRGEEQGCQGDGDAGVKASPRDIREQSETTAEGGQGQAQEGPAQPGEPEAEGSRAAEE
# STEP block – STEP phosphatase inhibitors, primary screen, biochemical, fluorescence intensity, uHTS; Tyrosine-protein phosphatase non-receptor type 5 (Homo sapiens), P54829; recombinant STEP, OMFP fluorogenic substrate; inhibition, % at 20 µM; hit rate 0.25% among 360,000; AID 588621, 2011;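 active = inhibition at 20 µM, scaled per plate between control wells, above about 37%, limit read from the data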;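 also: 0% = DMSO with enzyme and substrate and 100% = substrate only without enzyme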
#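 Assay system: isolated STEP enzyme. Buffer or medium: pH 6.0 Bis-Tris with DTT and Tween 20. Also added: fluorogenic phosphatase substrate OMFP at 25 µM final. Dosing: 20 µM, 1% DMSO. Timing: 20 min reaction, room temperature, in the dark. Measured by: fluorescence intensity, excitation 480 nm, emission 540 nm. Evaluation: normalized % inhibition.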
# CSN deneddyl inh – inhibitors of CSN-mediated cullin deneddylation, primary screen, biochemical, fluorescence polarization, uHTS. Purified CSN, SCF-Nedd8-OG deneddylation. hit rate 0.38% among 360,000. COP9 signalosome complex subunit 5 (Homo sapiens), Q92905. inhibition, % at 12.5 µM;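 active = pattern-corrected inhibition above about 35%, with an unprinted fluorescence ratio check between 0.5 and 1.5, limit read from the data, passing the limit was not always enough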;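 also: 0% = enzyme with substrate and 100% = substrate without enzyme; some results filed as inactive read as strong as hits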
#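 Schedule: reaction 90 min, room temperature / Assay system: HEK293T-derived human Csn5 enzyme / Input: Csn5 at 0.24 nM final / Measure: inhibition of Csn5 cleavage, % / Control set: substrate-only high control, full reaction low control / Technique: fluorescence polarization of the substrate / Buffer or medium: Tris/NaCl/DTT buffer, pH 7.5 / Reagent: SCFSkp2-Nedd8OG substrate at 10 nM final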
# DNMT1 block – human DNMT1 methyltransferase inhibitors, primary screen, biochemical, molecular beacon, fluorescence, HinP1I cleavage, uHTS; hit rate 0.83% among 360,000; inhibition (reported as % activation of signal), % at 10 µM; AID 588458, 2011; in the data active = inhibition above about 50%
# Neddylation inh – inhibitors of cullin neddylation, primary screen, biochemical, TR-FRET, uHTS, NAE and Ubc12; calls only at 25 µM; hit rate 0.58% among 360,000; AID 651699, 2012; in the data active = inhibition above about 36%
# SUMO1 PPI mod – modulators of SUMO1 protein-protein interactions, primary screen, biochemical, uHTS; Small ubiquitin-related modifier 1 (Homo sapiens), P63165; SUMO1 binding to a labelled peptide, TR-FRET, 1 h; inhibition, % at 20 µM; hit rate 0.33% among 360,000; AID 602429, 2012; in the data active = inhibition above about 37%
# Scp1 inh – Scp-1 phosphatase inhibitors, primary screen, biochemical, colorimetric, uHTS; Recombinant Scp1, phosphopeptide, malachite green phosphate absorbance; inhibition, % at 20 µM; hit rate 0.88% among 340,000;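 active = inhibition above about 50% at 20 µM, limit read from the data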;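 also: plate controls were DMSO wells with enzyme for no effect and wells lacking enzyme for full effect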
#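 Test system: SCP-1 phosphatase catalytic domain, residues 76-261 | Compound dosing: One concentration, 20 µM, with 1.0% DMSO | Schedule: 45 min room-temperature reaction, 5 min colour, 30 min stabiliser | Detection: Absorbance at 630 nm | Read-out basis: % inhibition of SCP-1 phosphate liberation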
# LMPTP block – LMPTP phosphatase inhibitors, primary screen, biochemical, fluorescence intensity, uHTS | AID 651560, 2012 | inhibition, % at 20 µM | Low molecular weight phosphotyrosine protein phosphatase (Homo sapiens), P24666 | hit rate 0.22% among 360,000 | recombinant LMPTP-A, OMFP fluorogenic substrate;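 active = compounds that cut the enzyme signal by at least half of the control window in the single-dose screen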;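 also: plate controls were DMSO wells with enzyme plus substrate for no effect and substrate without enzyme for full effect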
#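 Assay system: LMPTP-A phosphatase enzyme | Input: 0.625 nM enzyme | Also added: Fluorogenic phosphatase substrate OMFP at 400 µM final | Compound dosing: One test concentration per compound, 20 µM, with 3% DMSO overall | Schedule: 50 min enzyme reaction at room temperature, protected from light | Signal: Fluorescence intensity | Benchmarks: no-enzyme and uninhibited controls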
# NadD inh – inhibitors of S. aureus NadD, primary screen, biochemical, colorimetric, uHTS. Nicotinate-nucleotide adenylyltransferase NadD (Staphylococcus aureus N315). purified NadD enzyme, colorimetric absorbance read-out. inhibition, % at 20 µM. hit rate 0.78% among 360,000; in the data active = inhibition above about 26%; also: some compounds past the cut are filed as inactive
# Rpn11 inh – Rpn11 (PSMD14) deubiquitinase inhibitors, primary screen, biochemical, fluorescence polarization, uHTS | 26S proteasome non-ATPase regulatory subunit 14 (Homo sapiens), O00487 | human 26S proteasome, Ub4-pepOG fluorescence polarization; 20S core pre-blocked with epoxomicin | calls only at 20 µM | hit rate 0.59% among 360,000 | AID 588493, 2011;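 active = inhibition at 20 µM, scaled to each plate's controls, above about 33%, limit read from the data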
# Starred values were filed as active, the others as inactive; i = inactive; x = no result given. Hits appear at their usual frequency. Share with any hit: about 3.8%.
# The line under a structure holds: Rin1 Abl inh, STEP block, CSN deneddyl inh, DNMT1 block, Neddylation inh, SUMO1 PPI mod, Scp1 inh, LMPTP block, NadD inh, Rpn11 inh
- CC1(C)Cc2c(sc(NC(=O)C(=O)NCC3CCCO3)c2C(=O)O)CO1 (centres undefined)
    6.5, -1.5, 0.8, 2.4, i, -8.0, 0.0, -2.3, -2.8, i
- CN1CCC(N(C)C(=O)COc2ccccc2-c2ccccc2)CC1
    -4.0, -0.7, -2.4, -1.4, i, -2.6, -4.3, -1.5, -8.3, i
- COc1ccc(C2CC(=O)Oc3cc4c(cc32)OCO4)cc1 (centres undefined)
    -3.0, 3.6, 2.7, 8.3, i, 3.7, -1.3, -0.6, -0.6, i
- CN(C)C(CNC(=O)c1cccc(NS(=O)(=O)c2ccc(Br)cc2)c1)c1ccco1 (centres undefined)
    -0.4, 3.1, -3.5, -0.2, i, 3.4, -4.0, -1.3, -7.0, i
- Cn1/c(=N\NC(=O)C2CCCCC2)sc2ccccc21
    0.8, -0.9, 0.1, -0.1, i, -4.1, -2.3, 0.7, 2.8, i
- CCCc1[nH][nH]c(=O)c1C(c1cccc(Cl)c1)C(C#N)C#N (centres undefined)
    1.8, -3.6, -3.6, -15.2, i, -1.5, 0.5, 0.5, -4.0, i
- COc1ccc(OCCN2C(=O)c3ccccc3C2=O)cc1
    3.1, -1.3, 2.3, -0.4, i, -0.8, -7.0, 0.9, -0.3, i
- COc1ccc(OCc2cc(C(=O)NC(C)c3cnn(C)c3)no2)c(Cl)c1 (centres undefined)
    4.0, -0.4, -2.4, -1.4, i, 0.9, -11.2, 0.2, -1.0, i
- O=S(=O)(Nc1cnc2ccccc2c1)N1CCCCCC1
    1.6, -0.7, 3.0, -1.5, i, 1.1, -1.8, 0.3, -1.4, i
- CC(=O)Nc1cc(-c2cccc(CO)c2)cn2c(-c3cccc(C(F)(F)F)c3)cnc12
    -1.8, -0.8, 3.8, 0.0, i, -7.7, x, 3.1, -0.7, i
- COc1cccc(N2CCN(CC(=O)Nc3ccnn3C3CCCC3)CC2)c1
    1.0, -1.7, 1.3, 0.2, i, 4.3, -5.0, -0.6, -5.3, i
- CCCCC[C@H](C)N1C[C@H](COCc2ccccc2)Oc2cc(N3CCC[C@@H]3CO)ccc2S1(=O)=O
    x, x, 3.5, x, i, 0.0, x, 4.1, -7.0, x
- CS(=O)(=O)N(CC(=O)Nc1ccc(S(=O)(=O)N2CCOCC2)cc1)c1ccccc1Br
    9.4*, 0.2, -3.4, -4.9, i, -1.8, -2.5, -0.1, -3.0, i
- O=C(NNS(=O)(=O)c1ccc2ccccc2c1)c1cccs1
    -2.6, 0.3, -0.2, 1.3, i, -0.4, -7.4, -0.5, 0.0, i
- CC(=O)N1CCN(C(=O)c2cc(S(=O)(=O)NCc3ccccc3)ccc2C)CC1
    -1.8, -1.0, -0.4, 2.3, i, 7.2, -2.4, -0.6, -4.4, i
- O=C(NC(=S)NC(CO)c1ccccc1)c1ccc(F)cc1 (centres undefined)
    4.2, -1.2, -0.8, -2.1, i, -3.6, -3.7, 0.3, 0.8, i
- Cc1cc(C=O)c(C)n1-c1ccc(N2CCCC2)c([N+](=O)[O-])c1
    2.0, 0.3, -1.7, -2.8, i, -24.3, -6.0, 1.4, 4.7, i
- CC1(C)C2CCC1(CS(=O)(=O)NCc1ccc(Cl)cc1Cl)C(=O)C2 (centres undefined)
    4.4, -3.2, 4.2, 1.7, i, 11.6, 3.6, -1.1, 2.3, i
- CCOC(=O)c1nnn(-c2nonc2OC)c1-c1ccccc1
    -2.1, 1.4, -4.3, 0.0, i, 0.5, -1.3, -0.9, -0.3, i
- COc1ccc(CN2CCN(C(=O)c3ccc(S(=O)(=O)NCc4ccco4)cc3)CC2)cc1F
    4.9, -1.6, -10.3, 0.3, i, 6.4, 3.9, -0.3, 2.1, i
- CCN1CCCC1CNC(=O)c1ccc(N2CCOCC2)c(NS(=O)(=O)c2ccc(OC)cc2)c1 (centres undefined)
    -1.5, -1.2, 5.9, -6.3, i, 0.0, -12.9, 0.5, -9.7, i
- Cc1onc(-c2c(F)cccc2Cl)c1C(=O)NC(=S)NC1CCSC1=O (centres undefined)
    -0.7, -1.1, -9.4, -0.5, i, -3.8, -7.8, -0.3, -2.0, i
- COc1cnn(Cc2ccccc2)c(=O)c1SCc1ccccc1
    -2.5, 1.2, -5.6, 1.5, i, -6.7, 5.5, 0.3, 1.3, i
- CC(C)Oc1ccc(CNCCC2(C(C)C)CCOC(C)(C)C2)cc1 (centres undefined)
    -0.7, 1.9, 0.3, 0.0, i, -3.6, -20.1, -1.8, -4.6, i
- COc1ccc(C(=O)n2nc(-c3ccco3)nc2N)cc1
    -2.5, -1.5, 1.2, -0.6, i, 1.6, -4.8, -0.4, -2.7, i
- CC1CCCCN1C(=O)CSc1nc(N)cc(=O)[nH]1 (centres undefined)
    1.9, -1.7, -1.8, 3.5, i, 1.5, 35.5, 0.5, 6.5, i
- CNC(=O)c1c(NC(=O)c2ccc(S(=O)(=O)N3CCCCC3C)cc2)sc2c1CCN(C)C2 (centres undefined)
    -5.0, 5.4, 2.4, -2.2, i, -1.0, -1.8, 0.6, -7.4, x
- COC(=O)Cn1c(CN2CCN(c3ccccc3F)CC2)nc2c1c(=O)n(C)c(=O)n2C
    2.1, 1.4, 3.3, 2.3, i, 1.6, -11.2, 0.1, -2.8, i
- COc1ccc(NC(=O)C(=O)c2cn(CC(=O)N3CCCC3)c3ccccc23)c(OC)c1
    2.0, 1.2, -3.2, -3.0, i, -8.8, 1.1, 1.3, 0.7, i
- CCN(CC)CCn1c2c(c(SCC(=O)Nc3nc4ccccc4s3)nc1=O)CCC2
    0.4, -1.1, -0.8, -4.5, i, 2.7, -9.6, 0.0, -9.6, i
- COc1ccc(CCN2C(=O)COc3ccccc3C2C(=O)NC(C)(C)C)cc1OC (centres undefined)
    x, x, 1.9, x, i, 5.9, x, -0.3, -0.7, x
- O=C(COC(=O)Cc1c[nH]c2ccccc12)Nc1c(Cl)cccc1C(F)(F)F
    -0.2, -1.8, 5.4, 0.0, i, 1.7, -13.1, -0.9, -5.9, i
- CCOC(=O)c1c(NC(=O)C[n+]2ccc(N(C)C)cc2)sc(C)c1C
    1.1, -0.1, -1.0, 1.0, i, -1.6, -8.7, 0.0, -5.3, i
- CC(NS(=O)(=O)c1ccc(Br)s1)c1ccccc1 (centres undefined)
    -0.3, 7.9, 3.8, -0.9, i, -3.7, -7.3, 1.9, -8.2, i
- COc1cc(NC(=O)COC(=O)CCOc2ccc(C)cc2)cc(OC)c1
    0.9, -1.1, 5.7, -2.0, i, 3.9, -10.0, 2.1, -7.0, i
- CCOCCCNC(=O)C(c1ccc(C)cc1)N(Cc1cccs1)C(=O)c1ccccn1 (centres undefined)
    -4.0, -0.1, 0.6, 0.9, i, -2.9, 1.4, -1.4, 0.1, i
- COc1cc(C(=O)Nc2ccc(NC(=O)c3cccc(Cl)c3)nc2)cc(OC)c1OC
    -2.2, 0.2, 0.0, -1.2, i, 1.4, 0.9, 1.3, -0.2, i
- CC1=C(C(=O)N(C)C)CC(CC(=O)NCCCCc2ccccc2)C(=O)N1CCCN1CCCC1=O (centres undefined)
    -5.3, -1.8, 4.5, -0.4, i, -1.5, x, 0.2, 2.9, i
- CCOC(=O)N1CCC(N(C(=O)Nc2ccccc2)C(C)CC)CC1 (centres undefined)
    -4.2, -1.3, 4.5, -3.0, i, -1.5, -2.6, -0.7, 0.4, i
- Brc1cccc(OCCOCCn2ccnc2)c1
    -1.3, 0.8, -0.4, -0.2, i, -3.7, -2.2, -2.5, 0.8, i
- Cc1cc(C)c2c(n1)nn1c(-n3ccnc3)cc(C)nc21
    -0.9, -1.4, -0.5, 2.3, x, 6.0, -1.9, 1.7, -1.5, i
- CCOC(=O)N1CCN(S(=O)(=O)c2ccc(C(=O)N(CCN(C)C)c3nc4ccc(CC)cc4s3)cc2)CC1
    1.4, -0.5, 3.8, 1.5, i, 3.6, 7.0, -1.9, -8.9, i
- Cc1ccc(Nc2nc(N)nc(CN3CCN(Cc4ccccc4)CC3)n2)cc1Cl
    -1.4, 1.0, -1.9, -3.9, i, 1.2, -3.1, -1.0, -7.7, i
- O=C1NCCCC1C(=O)N1CCCCC1 (centres undefined)
    -0.7, -1.3, 1.1, -0.8, i, 0.6, 4.6, -0.5, -3.8, i
- COc1cc2cc(CCCOC(=O)c3ccc(Br)cc3)oc(=O)c2cc1OC
    -1.1, 2.7, 1.4, -0.7, i, 5.5, -7.7, 0.7, -4.2, i
- O=[N+]([O-])c1cccc(-c2ccc(C(=S)N3CCOCC3)o2)c1
    -4.2, 0.9, -5.7, -6.7, i, -23.6, -6.3, 0.5, -3.9, i
- CC1(C(=O)O)CCCN1C(=O)c1ccco1 (centres undefined)
    1.3, -1.8, -0.2, 5.1, i, -1.7, x, -0.5, -1.2, i
- COc1ccc(-c2nn(-c3ccccc3)cc2/C=C2/SC(=S)N(Cc3ccco3)C2=O)c(C)c1
    -2.7, -2.2, 3.7, -1.4, i, 0.7, -7.0, -0.3, 13.3, i

# One compound at a time, as listed above.
# O=[N+]([O-])c1cccc(-c2ccc(C(=S)N3CCOCC3)o2)c1 is entered as Rin1 Abl inh: -4.2; STEP block: 0.9; CSN deneddyl inh: -5.7; DNMT1 block: -6.7; Neddylation inh: i; SUMO1 PPI mod: -23.6; Scp1 inh: -6.3; LMPTP block: 0.5; NadD inh: -3.9; Rpn11 inh: i
# CC1(C(=O)O)CCCN1C(=O)c1ccco1 (centres undefined) is entered as Rin1 Abl inh: 1.3; STEP block: -1.8; CSN deneddyl inh: -0.2; DNMT1 block: 5.1; Neddylation inh: i; SUMO1 PPI mod: -1.7; Scp1 inh: x; LMPTP block: -0.5; NadD inh: -1.2; Rpn11 inh: i
